# S2 tox – reduces viability in counter-screen for ATXN expression inhibitors | S2 cells (HEK-293 line with an ATXN2-luciferase reporter) viability, CellTiter-Fluor protease fluorescence, 24 h | Potency, µM (highest dose often 56.7 µM), most hits filed as cytotoxic | actives 0.49% (n = 400,000); also: nearly all actives have a fitted effect of over 40% in size
# ATXN2 expr inh – ATXN2 expression inhibition; HEK-293 ATXN2-luciferase reporter, luminescence, 24 h; Potency, µM (series often up to 57 µM), without a hit: at the top dose activity change, negative = inhibition, most hits filed as inhibitors; actives 0.72% (n = 360,000); also: % is scaled to controls: 0 for no effect and ±100 for the full control effect; nearly all actives have a fitted effect of over 55% in size
#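 qHTS (up to 57 uM final) was run with 24 h compound exposure of reporter cells at 37 °C. Each well was multiplexed: SteadyGlo luminescence measured ATXN2-luciferase expression after a fluorogenic Gly-Phe-AFC viability readout (25 uM final).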
# EPAC2 antag – EPAC2 (human) antagonism. Q8WZA2. EPAC2 GEF exchange of Rap1B-BODIPY-GDP, fluorescence. Potency, µM (series often up to 114 µM), inactives show top-dose activity, negative = inhibition, usual class: inhibitors. actives 0.18% (n = 360,000). AID 720708; also: % is scaled to controls: 0 for no effect and ±100 for the full control effect; nearly all actives have a fitted effect of over 45% in size; many of its hits are not listed in these tables
# Target sequence (Q8WZA2 whole entry, looked up): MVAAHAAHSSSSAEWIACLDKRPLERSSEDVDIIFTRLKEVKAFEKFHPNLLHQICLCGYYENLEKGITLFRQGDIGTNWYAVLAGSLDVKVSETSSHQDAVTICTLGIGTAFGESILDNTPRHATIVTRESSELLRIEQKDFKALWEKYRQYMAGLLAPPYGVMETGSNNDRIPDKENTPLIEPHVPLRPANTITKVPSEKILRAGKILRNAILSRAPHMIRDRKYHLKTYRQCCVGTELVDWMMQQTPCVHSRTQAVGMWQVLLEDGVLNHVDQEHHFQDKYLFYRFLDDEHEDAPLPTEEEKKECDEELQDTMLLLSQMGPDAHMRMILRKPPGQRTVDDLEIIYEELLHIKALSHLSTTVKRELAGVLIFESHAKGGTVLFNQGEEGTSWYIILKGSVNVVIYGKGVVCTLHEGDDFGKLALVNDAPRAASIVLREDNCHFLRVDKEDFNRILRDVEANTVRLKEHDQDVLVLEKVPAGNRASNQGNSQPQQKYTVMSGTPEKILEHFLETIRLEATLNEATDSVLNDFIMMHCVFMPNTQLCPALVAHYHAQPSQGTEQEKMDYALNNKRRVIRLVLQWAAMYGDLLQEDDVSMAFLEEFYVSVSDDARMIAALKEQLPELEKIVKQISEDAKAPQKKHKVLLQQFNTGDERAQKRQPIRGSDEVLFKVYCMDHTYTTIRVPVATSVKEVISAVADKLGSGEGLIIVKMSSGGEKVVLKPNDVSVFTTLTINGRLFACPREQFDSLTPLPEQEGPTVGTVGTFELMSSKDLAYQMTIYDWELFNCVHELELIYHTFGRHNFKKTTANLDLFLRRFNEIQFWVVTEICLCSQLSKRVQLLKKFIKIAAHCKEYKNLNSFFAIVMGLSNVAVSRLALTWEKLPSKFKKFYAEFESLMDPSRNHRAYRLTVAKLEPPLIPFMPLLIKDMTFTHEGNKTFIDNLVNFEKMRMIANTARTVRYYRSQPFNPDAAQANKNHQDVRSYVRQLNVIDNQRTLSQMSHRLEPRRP
# MCF10A rereplic – inducers of DNA re-replication in MCF 10A breast cells. MCF 10A DNA re-replication, Hoechst nuclear intensity, 48 h. Potency, µM (doses to about 46.1 µM), inactives show at the highest dose activity, positive = re-replication, usual class: activators. actives 2.9% (n = 350,000); also: % of control where 0% means no effect; nearly all actives have a fitted effect of over 50% in size
# TGFb inhibitor – inhibitors of TGF-b signaling; HepG2 CAGA-GFP TGF-b/SMAD3 reporter, GFP fluorescence, 18 h; TGF-beta stimulated, 500 pg/mL final; Potency, µM (highest dose often 46.1 µM), inactives show at the top dose activity, negative = inhibition, hits mostly inhibitors; AID 588855; actives 1.2% (n = 410,000); also: % is scaled to controls: 0 for no effect and ±100 for the full control effect; nearly all actives have a fitted effect of over 65% in size
#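 Read-out: total well GFP (ex488/em500-530) summed from mean per-cell fluorescence. Cells: HEPG2 CAGA-GFP, 1% FBS DMEM, 18 h at 37 degrees C with 500 pg/mL final TGF-beta. Unstimulated wells served as the full-inhibition control; stimulated DMSO wells = 0%.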
# Nrf2 activator – activators of Nrf2 (ARE) signaling; AREc32 ARE-luciferase reporter (MCF7-derived line), luminescence, 24 h; Potency, µM (top dose mostly 46.1 µM), for inactives: top-dose activation, most hits filed as activators; actives 0.31% (n = 410,000); also: % of control where 0% means no effect; nearly all actives have a fitted effect of over 65% in size
#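 Nrf2 activation is followed as ARE-luciferase induction in the AREc32 line after one day of compound treatment; luminescence is read with Steady-Glo.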
# Nrf2 block – inhibitors of Nrf2 signaling | A549 ARE-Fluc reporter, luciferase luminescence, 18-24 h | Potency, µM (doses to about 46 µM), without a hit: top-dose activity change, negative = inhibition, usual class: inhibitors | actives 2.1% (n = 360,000); also: % is scaled to controls: 0 for no effect and ±100 for the full control effect; nearly all actives have a fitted effect of over 60% in size
#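 Two sequential reads on A549 ARE_Fluc cells exposed to compound for 18-24 h: a CellTiter-Fluor fluorescence read for viability, then a luciferase luminescence read for Nrf2/ARE activity.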
# A549 viability – counter-screen for Nrf2 inhibitors: cytotoxicity in A549 cells; actives 0.16% (n = 390,000); Potency, µM (doses to about 46 µM), without a hit: at the highest dose activity change, negative = cytotoxicity, hits mostly inhibitors; A549 ARE-Fluc cells, CellTiter-Fluor viability, 18-24 h; AID 504648; also: % is scaled to controls: 0 for no effect and ±100 for the full control effect
#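 A549 ARE_Fluc cells in 5% FBS OPTI-MEM were exposed to compounds in concentration-response for 18-24 h at 37 deg C. Viability was read by CellTiter-Fluor fluorescence (Ex 405/Em 525) after 30 min, before the luciferase read.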
# HepG2 viability – HepG2 cytotoxicity, counter-screen for TGF-b inhibitors. Potency, µM (series often up to 46.1 µM), for the others: top-dose activity change, negative = cytotoxicity, hits mostly cytotoxic. AID 588856. HepG2 CAGA-GFP viability, ATP luminescence, 18 h. actives 0.76% (n = 410,000); also: some results filed as inactive show a strong effect at the top dose
#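 CellTiter-Glo luminescence gave cytotoxicity after 18 hours at 37 degrees C. The cells were HepG2 CAGA-GFP in 1% FBS DMEM, stimulated with 500 pg/mL TGF-beta after compound addition. %Activity was normalised to no-cell wells (complete cell-killing) and DMSO (no toxicity), and curves were fitted and classified.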
# * = called active by the depositor; i = inactive; ? = inconclusive; . = no result given; & = joins results of further samples; [ ] = dose if it differs, or a comment. Calls follow the shape of the dose curve; as a rule, active = well fitted curve in the direction sought with a large enough effect; inconclusive = small, poorly fitted or top-dose-only effect, or another doubt; inactive = no such curve, though single readings can be large; an effect the other way counts as inactive or inconclusive. Potency is read from the fitted curve at half-maximal effect.
SMILES,S2 tox,ATXN2 expr inh,EPAC2 antag,MCF10A rereplic,TGFb inhibitor,Nrf2 activator,Nrf2 block,A549 viability,HepG2 viability
Cc1ccccc1-n1c(O)c(C=Nc2ccc3c(c2)OCO3)c(=O)[nH]c1=O,?,2%,6%,11%,-7%,2.2%,12%,-2%,-19%
CCC(=Nc1ccccc1N)c1c(O)[nH]c(=O)[nH]c1=O,.,67%[activator],-3%,2%,-28%,3.8%,?,-1%,-8%
C(=NC1CCCCC1)c1c[nH]c2ccccc12,i,1%,1%,5%,21%,-0.9%,1%,0%,3%
COc1cc(N)ccc1Cc1ccc(N)cc1OC,i,-10%,12%,0%,0%,-1.0%,-4%,-1%,-81%
CC(C)COc1ccc(Cc2c(O)[nH]c(=S)[nH]c2=O)cc1,i,4%,-9%,-6%,21%,0.1%,-3%,6%,-4%
CC(=O)[C@@]1(O)CCC2C3CC[C@H]4C[C@@H](O)CC[C@]4(C)C3CC[C@@]21C (some centres undefined),i,4%,4%,-17%,21%,-0.2%,?,12%,17%
COc1ccc(-n2c(O)c(/C(C)=N/Nc3ccccc3)c(=O)[nH]c2=O)cc1,i,-23%,4%,15%,0%,0.9%,10%,4%,-45%
Cc1c(C)c2ccc(OCC(=O)N3CCC(C(=O)O)(c4ccccc4)CC3)c(C)c2oc1=O,i,2%,-8%,0%,-3%,0.2%,1%,0%,6%
COc1cccc(Oc2coc3cc(OC(=O)N(C)C)ccc3c2=O)c1,i,-19%,-10%,12%,-18%,-0.5%,?,5%,-44%
O=C(O)C1C2CCC(O2)C1C(=O)Nc1ccc(F)c(F)c1 (centres undefined),i,5%,7%,?,-8%,-1.0%,-10%,-14%,-1%
CCCNC(=O)N1[C@H]2CC[C@@H]1C(C(=O)OC)=C(c1cccc(Cl)c1)C2,i,-6%,-4%,-1%,2%,-0.1%,-22%,-1%,3%
COc1ccc2c3c1OC1C(O)C=CC4[C@@H](C2)N(C)CC[C@]314 (some centres undefined),i,1%,27%,13%,-33%,-0.9%,15%,-2%,-22%
Nn1c(CSc2nc3ccccc3o2)nnc1CSc1nc2ccccc2o1,i,-1%,5%,?,1%,4.6%,13%,10%,-29%
CCN(CC)C(=O)c1ccc(NC(=O)COC(=O)c2ccc(Cl)s2)cc1,i,.,-16%,7%,-2%,-0.5%,9%,-1%,-20%
COc1cccc(CN2CCCC(C(=O)c3ccccc3SC)C2)c1O (centres undefined),i,6%,-13%,-3%,?,1.6%,-2%,-1%,-32%
CCc1ccc(-n2c(O)c(/C=N/NC(=O)c3ccncc3)c(=O)[nH]c2=O)cc1,i,-4%,-1%,-3%,17%,-0.6%,-1%,-16%,-2%
CCCC(C)C1C(C#N)=C(N)Oc2c1c(=O)oc1ccccc21 (centres undefined),i,9%,11%,14%,?,2.3%,.,-15%,-62%
CCC(=NCc1ccco1)c1c(O)n(-c2ccc(C)cc2)c(=O)[nH]c1=O,i,2%,-12%,-1%,18%,0.4%,?,6%,-15%
CC(=O)CCC(C)=O,i,8%,1%,-4%,-8%,0.4%,-6%,0%,4%
Cc1cccc(C)c1NC1=NCCCS1,i,-2%&5%,16%,-2%,6%,0.1%,-6%,-4%,0%
Clc1ccc(C(Cl)(Cl)Cl)c(Cl)c1,i,4%,-21%,1%,-4%,0.0%,-16%,1%,0%
O=C(O)COc1ccc(Br)cc1C(c1c(C(=O)O)[nH]c2ccccc12)c1c(C(=O)O)[nH]c2ccccc12,i,11%,-5%,?,8%,-1.0%,1%,-6%,19%
C[N+](C)(C)CC1CCCc2ccccc2C1=O (centres undefined),?,?,13%,13µM*,?,21%,10%,-3%,-7%
COc1ccccc1N=Nc1ccc(N)c(C)c1,i,3%,-4%,-4%,-13%,2.2%,-5%,?,-13%
COc1cc(OC)c([C@H]2C=C(C)[C@H]3C[C@@H]2C3(C)C)c(OC)c1,i,-9%,-21%,25%,-8%,0.5%,7%,13%,9%

# Reformatted bar-delimited: entries from further up
Molecule | S2 tox | ATXN2 expr inh | EPAC2 antag | MCF10A rereplic | TGFb inhibitor | Nrf2 activator | Nrf2 block | A549 viability | HepG2 viability
COc1ccc(-n2c(O)c(/C(C)=N/Nc3ccccc3)c(=O)[nH]c2=O)cc1 | i | -23% | 4% | 15% | 0% | 0.9% | 10% | 4% | -45%
Cc1c(C)c2ccc(OCC(=O)N3CCC(C(=O)O)(c4ccccc4)CC3)c(C)c2oc1=O | i | 2% | -8% | 0% | -3% | 0.2% | 1% | 0% | 6%
COc1cccc(Oc2coc3cc(OC(=O)N(C)C)ccc3c2=O)c1 | i | -19% | -10% | 12% | -18% | -0.5% | ? | 5% | -44%
O=C(O)C1C2CCC(O2)C1C(=O)Nc1ccc(F)c(F)c1 (centres undefined) | i | 5% | 7% | ? | -8% | -1.0% | -10% | -14% | -1%
CCCNC(=O)N1[C@H]2CC[C@@H]1C(C(=O)OC)=C(c1cccc(Cl)c1)C2 | i | -6% | -4% | -1% | 2% | -0.1% | -22% | -1% | 3%
COc1ccc2c3c1OC1C(O)C=CC4[C@@H](C2)N(C)CC[C@]314 (some centres undefined) | i | 1% | 27% | 13% | -33% | -0.9% | 15% | -2% | -22%
Nn1c(CSc2nc3ccccc3o2)nnc1CSc1nc2ccccc2o1 | i | -1% | 5% | ? | 1% | 4.6% | 13% | 10% | -29%
CCN(CC)C(=O)c1ccc(NC(=O)COC(=O)c2ccc(Cl)s2)cc1 | i | . | -16% | 7% | -2% | -0.5% | 9% | -1% | -20%
COc1cccc(CN2CCCC(C(=O)c3ccccc3SC)C2)c1O (centres undefined) | i | 6% | -13% | -3% | ? | 1.6% | -2% | -1% | -32%
CCc1ccc(-n2c(O)c(/C=N/NC(=O)c3ccncc3)c(=O)[nH]c2=O)cc1 | i | -4% | -1% | -3% | 17% | -0.6% | -1% | -16% | -2%

# 2 records picked at random from those above:
SMILES,S2 tox,ATXN2 expr inh,EPAC2 antag,MCF10A rereplic,TGFb inhibitor,Nrf2 activator,Nrf2 block,A549 viability,HepG2 viability
CCN(CC)C(=O)c1ccc(NC(=O)COC(=O)c2ccc(Cl)s2)cc1,i,.,-16%,7%,-2%,-0.5%,9%,-1%,-20%
Nn1c(CSc2nc3ccccc3o2)nnc1CSc1nc2ccccc2o1,i,-1%,5%,?,1%,4.6%,13%,10%,-29%

# Continued:
SMILES,S2 tox,ATXN2 expr inh,EPAC2 antag,MCF10A rereplic,TGFb inhibitor,Nrf2 activator,Nrf2 block,A549 viability,HepG2 viability
Oc1cccc(Nc2ncnc3sc4c(c23)CCCC4)c1,i,-3%,.,.,?,15%,.,0%,-14%
COC(=O)C1=C(c2c(C)noc2C)C[C@@H]2CC[C@H]1N2C(=O)NCCO,i,7%,10%,0%,5%,-0.2%,-8%,-3%,-2%
Cc1cccc2c1N(N=O)CCC2,i,-4%,-9%,-2%,0%,-0.1%,2%,0%,-4%
Cc1cc(/C=C2\C(=O)NC(=O)N(c3cccc(Br)c3)C2=O)c(C)n1C,?,-6%,22%,1%,91%[activator],-0.7%,17%,0%,7%
Cc1cc(C)nc(N2Cc3ccccc3C2=N)n1,?,?,8%,-4%,-23%,6.5%,?,-15%,-6%
CCCSP1(=S)NCCCO1 (centres undefined),i,-4%,0%[57.1 µM],0%,4%,-0.6%,7%,2%,5%
COc1ccc(CCNCc2ccc(SC)cc2)cc1,i,-26%,-3%,2%,-2%,4.2%,?,10%,-56%
CN1C(=O)CCC2(C)C1=CCC1C2CCC2(C)C1CCC2(C)O (centres undefined),i,3%,6%,-21%,-1%,5.2%,-1%,-3%,-9%
CCN(CC)CC(O)c1ccc(C2CCCC2)cc1 (centres undefined),i,-22%,7%,?,18%,-0.4%,-4%,1%,2%
C[C@@H]1CN([C@H](C)CO)C(=O)CCCn2nncc2CO[C@H]1CN(C)C(=O)Oc1cccc2ccccc12,?,6%,-26%,.,13%,1.9%,.,.,-13%
COc1ccc(Nc2cc(C)c3cc(NC(=O)c4ccccc4Cl)ccc3n2)cc1,.,?,.,.,0%,0.1%,26µM*,-8%,-21%
CN1CCN(CCC(C#N)(c2ccccc2)c2ccccc2)CC1,i,4%,5%,-1%,11%,-0.8%,-14%,-2%,-20%
COc1ccccc1OP(=O)(Nc1cccnc1)Oc1ccccc1OC,i,1%,7%,?,-8%,-0.9%,-9%,-4%,-21%
Cc1ccc(-c2nn(Cc3ccccc3)cc2C=O)cc1C,?,7%,-2%,18%,5%,3.4%,?,-4%,-26%
Cn1c(C(=O)O)c(CC(=O)N2CCN(Cc3ccccc3)CC2)c2ccccc21,i,2%,9%,-1%,-26%,0.8%,-3%,1%,12%
Cc1ccc(C)c(N)c1,i,5%,-2%,?,13%,-0.2%,?,6%,-42%
Cc1cc(N=Nc2ccccc2C)ccc1N,i,94%[activator],?,11%,?,7.2%,?,?,-16%
CN1C(=O)C(=Cc2ccc(N3CCOCC3)o2)C(=O)N(C)C1=S,i,-19%[11.3 µM],16%,13%,-8%,2.3%,5%,-13%,12%
COC(=O)C1=C(c2ccc(F)cc2OCc2ccccc2)C[C@@H]2CC[C@H]1N2C(=O)NC1CC1,i,4%,-13%,3%,7%,-0.1%,2%,1%,0%
O=C(O)C(Cc1cnc[nH]1)NS(=O)(=O)c1ccc(Cl)cc1 (centres undefined),i,-1%,12%,2%,6%,0.0%[9.22 µM],7%,-4%,15%
CC(=O)C1C2c3ccccc3O[C@@]1(C)N=c1s/c(=C/c3ccoc3)c(=O)n12 (some centres undefined),i,-12%,-3%,14%,6%,-0.7%,-5%,1%,-8%
O=C(O)CCn1cc(C=C2C(=O)NC(=S)NC2=O)c(-c2ccccc2)n1,i,-1%,3%,?,-4%,0.3%,-5%,0%,3%
O=C(O)/C=C/c1cccc(B(O)O)c1,.,.,.,.,2%,.,?,14%,7%
CCN(C(=O)Cn1c(=O)oc2cc(Cl)ccc21)c1cccc(C(F)(F)F)c1,i,-14%,.,.,?,0.7%,1%[9.27 µM],-3%,-92%
CC(=NCC1CCCO1)c1c(O)n(-c2ccc(Cl)cc2)c(=O)[nH]c1=O (centres undefined),i,4%,17%,-1%,-29%,-0.1%,-14%,1%,21%

# Compound activity (PubChem BioAssay)

# The list is partial; count on the stated rates, not on these rows.
